Screening results from PubChem.
GPR55 antagonists: GPR55 antagonists blocking LPI-driven arrestin recruitment, primary screen, imaging, U2OS, beta-arrestin-GFP, LPI agonist (AID 2013); G-protein coupled receptor 55 (Homo sapiens); U2OS GPR55 beta-arrestin-GFP translocation imaging, LPI antagonism; higher % means a stronger effect; inhibition, % at 10 µM, or IC50 in µM where a hit was titrated; hit rate 0.13% among 290,000;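 active = spots per cell inhibited over 60%, with over 100 cells counted and total cytoplasm intensity under 500,000; inconclusive = wells with under 100 cells, flagged as likely toxic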;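 note: U2OS cells stably carrying GPR55 and arrestin-GFP stimulated by 5 µM LPI near EC80; imaged beta-arrestin-GFP aggregate spots per cell after agonist stimulation; plate controls were LPI-stimulated DMSO wells for no effect and DMSO wells without LPI for full effect; some results filed as inactive read as strong as hits; confirmed hits need IC50 under 10 µM and bright autofluorescent wells are also inconclusive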
Large T inhibition: SV40 large T antigen inhibitors, biochemical (AID 1903). SV40 large T antigen ATPase/helicase inhibition assay; higher % means a stronger effect. inhibition, % at 20 µM; hits with a dose series show IC50 in µM. hit rate 0.39% among 310,000; in the data active = a potency from the dose series; inconclusive = inhibition mostly from about 32% at the one dose, without a potency; inactive = the rest, 99 in 100 with inhibition below about 32%; note: strong numbers were not always called active
Lipid droplet: inhibitors of hepatocyte lipid droplet formation, primary screen, imaging, high-throughput imaging, BODIPY stain | AML12 mouse hepatocytes, oleate lipid droplets | inhibition, % at 6.5 µM | hit rate 0.4% among 240,000;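 active = lipid droplet intensity inhibited by at least 50%, with more than 500 cells counted; inconclusive = wells with under 300 cells, treated as cytotoxic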
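Assay system: AML12 hepatocytes (mouse); Probe or stimulus: oleic acid at 100 µM to induce lipid droplet formation; Dosing: compound at 6.5 µM only; Schedule: compound with oleate, overnight; Detection: fluorescence imaging, 20x objective, two fields per well; Measure: % inhibition of lipid droplet signal.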
MgcRacGAP inhibition: MgcRacGAP GTPase-activating activity inhibitors, confirmation, biochemical, ADP Hunter fluorescence; Rac GTPase-activating protein 1 (Homo sapiens); MgcRacGAP-stimulated Rac1 GTP hydrolysis, ADP Hunter fluorescence; higher % means a stronger effect; GST-tagged Rac1 F28L mutant substrate; one-dose inhibition, % at 30 µM; IC50 in µM for titrated hits; hit rate 0.6% among 340,000; AID 624330, 2012;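 active = first-screen hits whose inhibition reached a set limit at any dose in the follow-up dose series; inconclusive = inhibition above the set first-screen limit but never retested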;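 note: fluorescence reports GDP produced by GAP-driven GTP hydrolysis; strong numbers were not always called active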
T cell modulator: modulators of CD8 T cell-vesicle binding, primary screen, mouse 2C CD8+ T cells, flow cytometry; calls only at 7 µM; hit rate 0.068% among 330,000; 2C CD8+ T cell-vesicle binding; active compounds read low;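 active = response, share of CD8 T cells binding vesicles, and their 90th percentile fluorescence all below set limits, cut at about 80% in these data, passing the limit was not always enough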
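Read-out – percent CD8+ FL2 mean versus row control · System – murine 2C transgenic CD8+ T lymphocytes · Times – 1.5 h cell–vesicle binding at 37 °C, then 20 min icy labelling · Control set – naked vesicles low, QL9 vesicles with vehicle high · Detection – cytometric PE anti-B7-1 and Alexa647 anti-CD8 signals after 1% paraformaldehyde fixation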
NTR1 ag: agonists of NTR1, primary screen, imaging, U2OS cells, beta-arrestin-GFP, high content (AID 493036); Neurotensin receptor type 1 (Homo sapiens), P30989; NTR1-U2OS beta-arrestin-GFP spot imaging, agonist mode; activation, % at 20 µM; hit rate 0.17% among 330,000;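 active = activation at or above 40% of the spot to cytoplasm intensity ratio, with at least 20 cells analyzed; inconclusive = wells under 20 cells, flagged as cytotoxic or low count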;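 note: 0% = DMSO without peptide and 100% = 100 nM NTR1 peptide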
Target sequence (P30989 whole entry, looked up): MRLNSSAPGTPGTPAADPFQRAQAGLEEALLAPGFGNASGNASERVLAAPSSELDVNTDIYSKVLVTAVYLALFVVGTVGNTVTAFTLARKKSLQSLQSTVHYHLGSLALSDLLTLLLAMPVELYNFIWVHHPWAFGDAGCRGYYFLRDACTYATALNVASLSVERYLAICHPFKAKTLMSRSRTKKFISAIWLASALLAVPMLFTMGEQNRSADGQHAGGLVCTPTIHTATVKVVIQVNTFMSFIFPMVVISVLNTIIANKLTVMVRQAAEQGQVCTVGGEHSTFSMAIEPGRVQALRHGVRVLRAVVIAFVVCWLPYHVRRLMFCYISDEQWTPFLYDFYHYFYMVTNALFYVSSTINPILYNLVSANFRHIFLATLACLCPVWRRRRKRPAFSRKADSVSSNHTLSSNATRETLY
LYP phosphatase: inhibitors of LYP phosphatase, biochemical, fluorescence intensity, uHTS (AID 1779); Tyrosine-protein phosphatase non-receptor type 22 (Homo sapiens); recombinant LYP phosphatase, fluorescence intensity; higher % means a stronger effect; one-dose inhibition, % at 11.5 µM; IC50 in µM for titrated hits; hit rate 0.054% among 290,000; in the data active = inhibition above about 50%;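 note: plate controls were vehicle with enzyme for no effect and no enzyme for full effect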
GPR35 antagonists: GPR35 antagonists blocking zaprinast-driven arrestin recruitment, primary screen, imaging, U2OS, beta-arrestin-GFP, zaprinast agonist (AID 2058). G-protein coupled receptor 35 (Homo sapiens). U2OS GPR35 beta-arrestin-GFP translocation imaging, zaprinast antagonism; higher % means a stronger effect. inhibition, % at 10 µM; hits with a dose series show IC50 in µM. hit rate 0.052% among 290,000;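 active = inhibition of at least 50% with at least 30 cells and total cytoplasm GFP at most 10,000,000; inconclusive = under 30 cells or total GFP of 10,000,000 plus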
GPR55 beta-arrestin: GPR55 agonists via beta-arrestin recruitment, primary screen, imaging, U2OS cells, beta-arrestin-GFP redistribution (AID 1961) | G-protein coupled receptor 55 (Homo sapiens) | U2OS GPR55 beta-arrestin-GFP redistribution imaging; higher % means a stronger effect | one-dose activation, % at 10 µM; EC50 in µM for titrated hits | hit rate 0.048% among 290,000;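 active = activation above 40% with more than 50 cells counted in the well; inconclusive = wells holding fewer than 50 cells, flagged as toxic or sparse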;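 note: U2OS osteosarcoma cells stably expressing GPR55 and beta-arrestin-GFP; plate controls were DMSO negative control for no effect and LPI positive control for full effect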
Lipid droplet cells 6.5 µM: second read-out of Lipid droplet, no call of its own (marks repeat the call); cell count; measured here: cell count, cytotoxicity flag;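 cells counted across two imaged fields per well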
T cell modulator vesicle-bound %: recorded beside T cell modulator, whose call it bears; double positive events, %; measured here: CD8+ vesicle-bound cell fraction;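 binding gate set so that unloaded-vesicle control wells show 10% double positive cells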
NTR1 ag cell count 20 µM: recorded beside NTR1 ag, whose call it bears; cell count; measured here: cell count, cytotoxicity flag
Active calls of the source: *; i = inactive; u = inconclusive; x = not tested or not shown. Outcome played no part in choosing rows. About 1.8% of those tested had a hit in this group.

SMILES	GPR55 antagonists	Large T inhibition	Lipid droplet	Lipid droplet cells 6.5 µM	MgcRacGAP inhibition	T cell modulator	T cell modulator vesicle-bound %	NTR1 ag	NTR1 ag cell count 20 µM	LYP phosphatase	GPR35 antagonists	GPR55 beta-arrestin
Cn1c(=O)c2c(ncn2CC(=O)N/N=C/c2ccc(Br)s2)n(C)c1=O	9%	-3%	-6	696	6%	i	49	-0.1	49	4%	-14%	0.2%
COCCCNC(=O)c1cccc(S(=O)(=O)N2CC3(C)CC2CC(C)(C)C3)c1 (stereo not given)	x	11%	x	x	7%	i	53	1.0	53	x	x	x
COc1ccccc1NC(=O)NC1CCS(=O)(=O)C1 (stereo not given)	-2%	2%	18	837	6%	i	13	0.0	48	-8%	3%	0.5%
CCOc1ccc(OCCSc2nc3ccccc3[nH]2)cc1	2%	8%	-3	695	0%	i	35	-0.1	50	-4%	1%	-0.1%
COc1ccc(OC)c(S(=O)(=O)n2nc(-c3ccccc3)cc2N)c1	0%	1%	x	x	3%	i	42	2.0	67	-1%	-6%	-0.1%
COc1ccc(SC[C@H](Cc2ccccc2)N2CCN(C)CCC2=O)cc1	6%	13%	4	718	4%	i	52	-5.6	94	-8%	-20%	0.8%
O=[N+]([O-])c1ccc(N2CCN(c3nc(-c4ccc(Cl)cc4)cs3)CC2)cc1	11%	14%	x	x	6%	i	35	1.9	59	-7%	10%	-0.1%
CC1C(=O)Nc2ccccc2N1C(=O)c1ccc(F)cc1 (stereo not given)	7%	-1%	-7	851	-1%	i	45	-0.1	75	-4%	2%	0.0%
CC1(C)C2CCC1(CS(=O)(=O)NCc1ccc(C(=O)O)cc1)C(=O)C2 (stereo not given)	12%	-3%	6	708	10%	i	56	-0.4	46	0%	-12%	-0.2%
CCO[C@H]1OC(C(=O)Nc2ccccc2)=C[C@@H](C)[C@@H]1CCCO	5%	5%	-12	664	2%	i	9	-0.2	98	-5%	-11%	-0.2%
COC(=O)CN(c1ccc(C(C)C)cc1)S(=O)(=O)c1c(C)[nH]c(=O)[nH]c1=O	-17%	13%	x	x	-1%	i	41	0.7	59	-6%	-8%	-0.1%
C=CCn1c(=NC(=O)CC)n(C)c2ccccc21	16%	7%	12	655	-2%	i	35	0.7	59	-9%	15%	0.0%
COc1ccc(Cc2noc(CN(C)CC(O)c3ccccc3)n2)cc1OC (stereo not given)	-3%	-2%	-33	694	7%	i	57	-1.3	79	-4%	7%	-0.2%
COc1ccc(NC(=O)CCN2C(=O)c3ccccc3S2(=O)=O)c(OC)c1	-3%	-8%	1	724	17%	i	60	-0.4	75	-5%	-8%	0.5%
CC1(C)C(=O)OC(c2ccccc2)C2(CCCC2)C1=O (stereo not given)	7%	14%	7	754	-2%	i	35	2.4	72	-6%	3%	0.6%
CCOC(=O)C1=NN(c2ccccc2C)C2=NC(C)=C(C(=O)OC)C(c3cccc(OC)c3)N12 (stereo not given)	2%	2%	-5	761	4%	i	29	3.8	38	-4%	0%	-0.5%
O=C(NCC1CCCCC1)c1cc2ccccc2cc1O	10%	19%	8	873	9%	i	16	2.3	62	3%	-1%	-0.1%
CCN(CC)CCn1c2c(c(SCC(=O)Nc3nc(C)cs3)nc1=O)CCCC2	x	-3%	x	x	0%	i	16	-0.9	65	x	x	x
Nc1ccc(S(=O)(=O)Nc2ccnn2-c2ccccc2)cc1	8%	12%	-3	718	-10%	i	64	2.4	58	1%	16%	0.4%
COC(=O)c1cccc(C23CC4(C2)[C@H](CN(Cc2ccc(C(F)(F)F)cc2)[C@@H]4c2ccccc2)C3c2ccc(C(F)(F)F)cc2)c1 (stereo not given in full)	-6%	4%	20	729	x	i	16	2.8	47	-4%	-4%	-0.1%
O=C(N/N=C/c1cccnc1)c1ccc(Cl)c(Cl)c1	x	4%	x	x	3%	i	28	-0.6	63	x	x	x
Cc1nc2cc(-c3cccc(Cl)c3)nn2c(N2CCN(C(=O)c3ccco3)CC2)c1C	8%	x	x	x	x	x	x	x	x	6%	1%	-0.2%
Cc1ccc(-n2ncc3c(NCc4cccnc4)ncnc32)cc1C	-10%	3%	13	772	-2%	i	21	0.4	62	-7%	-8%	0.2%
CCCCN(CCCNC(=O)c1ccc(CS(=O)(=O)c2ccc(OC)cc2)o1)Cc1ccccc1	15%	10%	9	701	11%	i	9	0.4	61	-4%	-3%	-0.2%
CC(=O)Nc1ccc(Nc2nc(-c3ccccc3)nc3ccccc23)cc1	-8%	0%	2	709	3%	i	56	9.1	83	-3%	-20%	-0.4%

Next section.
SMILES	GPR55 antagonists	Large T inhibition	Lipid droplet	Lipid droplet cells 6.5 µM	MgcRacGAP inhibition	T cell modulator	T cell modulator vesicle-bound %	NTR1 ag	NTR1 ag cell count 20 µM	LYP phosphatase	GPR35 antagonists	GPR55 beta-arrestin
COc1ccc(Nc2nc(N3CCCC3)nc3ccccc23)c(OC)c1	19%	13%	7	748	23%	i	14	8.4	47	-4%	2%	0.2%
CCOc1ccc(C(=O)NC(=S)Nc2ccccc2OC)cc1[N+](=O)[O-]	-7%	19%	0	596	8%	i	32	2.6	65	-7%	-2%	-0.4%
COCCn1c(SCC(=O)Nc2cccc(C)n2)nnc1-c1ccco1	10%	2%	-17	741	7%	i	39	-0.8	56	-10%	-13%	0.3%
O=C(O)c1cc(-c2ccc(/C=N/NC(=S)Nc3ccccc3)o2)ccc1Cl	-10%	13%	-5	579	x	i	25	0.7	40	-3%	-1%	-0.1%
Cc1ccc(-c2cc(C(=O)Nc3ccccn3)c3ccccc3n2)o1	-5%	10%	-3	644	1%	i	32	0.4	37	1%	4%	-0.6%
CCN1/C(=C2\SC(=S)N(Cc3ccccc3)C2=O)Sc2ccccc21	3%	10%	14	669	-10%	i	52	4.7	42	6%	21%	-0.1%
Cc1cc(Nc2cc(Cl)cc(Cl)c2)nc(N)n1	-25%	0%	-44	662	8%	i	57	2.2	54	-4%	-10%	-0.2%
Cc1c(C(=O)N2CCOCC2)c(S(=O)(=O)N2CCN(c3ccc(Cl)cc3)CC2)c(C)n1C	12%	8%	10	715	14%	i	10	-0.7	78	-8%	9%	0.4%
CC(=O)c1ccc(NC(=S)N2CCN(CCO)CC2)cc1	4%	6%	-1	804	10%	i	37	-0.3	50	-5%	3%	0.0%
CC(=O)Cc1ccccc1OC(=O)c1ccco1	10%	10%	x	x	5%	i	9	-3.1	106	-9%	-3%	-0.2%
CN(C)c1ccc(C=Nc2ccc(N(C)C)cc2)cc1	8%	-65%	-1	727	u	i	65	3.5	52	-2%	2%	-0.3%
O=C1NC2(CCCCCC2)C(=O)N1Cc1ccc(Cl)cc1Cl	-11%	1%	1	813	-16%	i	22	13	50	-5%	13%	-0.1%
CCSc1nnc(NC(=O)C2CCCCC2)s1	17%	-1%	-2	737	6%	i	57	1.0	81	-4%	-8%	-0.1%
Cc1cc(O)cc(=O)n1Cc1ccccc1	x	15%	x	x	8%	i	42	1.8	55	x	x	x
COc1ccc(CNC(=O)C2CCN(C(=O)[C@@H](CC(C)C)NC(=O)OC(C)(C)C)CC2)cc1	16%	1%	x	x	2%	x	x	x	x	-8%	5%	-0.2%
COc1ccc(C2=NOC(C3(S(=O)(=O)c4ccccc4)CC(O)C3)C2)cc1 (stereo not given)	x	6%	x	x	11%	i	21	-3.5	103	x	x	x
COc1ccc(CNc2nc(S(=O)(=O)c3ccccc3)c(Cl)s2)cc1OC	4%	10%	-1	593	7%	i	33	4.1	62	0%	-12%	0.1%
S=C(NCc1ccccn1)Nc1ccc(Cl)cc1Cl	0%	-4%	x	x	11%	i	30	0.7	45	-8%	-6%	-0.1%
COc1ccc(CNc2ncnc3c2[nH]c2cc(OC)c(OC)cc23)cc1	0%	14%	16	648	20%	i	15	0.0	70	-6%	5%	0.0%
COc1ccccc1/C=N/N1CCN(c2ccc(Cl)cc2)CC1	-5%	18%	-2	785	-6%	i	43	1.9	48	-6%	-2%	0.0%
N#Cc1ccc(C(=O)N2CCN(S(=O)(=O)c3ccc(Br)s3)CC2)cc1	-9%	2%	16	725	6%	i	39	2.2	44	-5%	8%	-0.3%
CC(SC1=NCCN1S(=O)(=O)c1ccc(F)cc1)c1ccccc1 (stereo not given)	20%	13%	-6	672	7%	i	8	2.6	54	-4%	5%	-0.1%
COC(=O)C1=C(C)N(Cc2ccccc2)C(=NCc2ccc(OC)cc2)N[C@H]1c1cccc(F)c1	1.5µM*	31%	1	778	5%	i	8	9.0	82	-9%	-6%	-0.2%
COC(=O)c1ccccc1NC1OC(=O)c2ccccc21 (stereo not given)	12%	20%	x	x	11%	i	16	2.7	59	-4%	-4%	-0.2%
Cc1cccc(NC(=O)Cc2ccc(-c3ccccc3)cc2)n1	2%	27%	11	792	8%	i	20	2.1	56	-6%	1%	-0.1%
COc1ccc(NC(=S)N2CCOCC2)c(OC)c1	5%	-2%	-2	708	6%	i	48	5.5	62	-6%	-3%	0.3%
O=C1CCC(=O)N1c1ccc(-c2nc3ccccc3s2)cc1	7%	-2%	-7	589	5%	i	61	-1.5	92	-3%	-17%	0.4%
O=C(NCc1cccs1)c1cc(-c2ccccc2)on1	3%	3%	-2	786	3%	i	35	-0.9	53	-3%	-9%	-0.1%
CNc1ccc(Br)cc(C(=O)/C=C/c2ccc3c(c2)OCO3)c1=O	15%	28%	x	x	18%	i	5	1.1	50	4%	-1%	6.5%
CSc1ncccc1C(=O)OCc1ccc(COC(=O)c2cccnc2SC)cc1	-1%	8%	-3	726	x	x	x	x	x	-2%	-1%	0.0%
